Assay outcomes (PubChem)
GSK3beta inhib: inhibitors of human GSK3beta kinase; GST-GSK3beta kinase, ADP-Glo luminescence, 60 min; active compounds read low; activity score (negative = inhibition), % at 10 µM; actives 0.038% (n = 300,000); AID 2097;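 active means more than half of replicate wells score below -50%, meaning over 50% inhibition versus plate controls; inconclusive means some replicates but at most half score below -50%; inactive means no replicate scores below -50%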;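 further: 0% = median DMSO wells and -100% = median GW8510 positive control wells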
Target sequence (P49841 whole entry, looked up): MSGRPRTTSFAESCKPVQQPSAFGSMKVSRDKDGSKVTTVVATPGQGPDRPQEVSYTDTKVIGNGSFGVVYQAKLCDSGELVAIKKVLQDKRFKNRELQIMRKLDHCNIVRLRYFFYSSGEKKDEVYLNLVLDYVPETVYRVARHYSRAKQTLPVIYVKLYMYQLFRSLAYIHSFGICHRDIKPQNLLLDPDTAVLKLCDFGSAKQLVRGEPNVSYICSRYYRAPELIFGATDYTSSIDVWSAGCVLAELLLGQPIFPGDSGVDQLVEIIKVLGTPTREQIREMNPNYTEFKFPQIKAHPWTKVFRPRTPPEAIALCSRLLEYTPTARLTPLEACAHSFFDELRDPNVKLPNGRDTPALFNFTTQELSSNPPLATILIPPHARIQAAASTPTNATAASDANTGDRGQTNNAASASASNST
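test system = GST-tagged human GSK3beta kinase, cell-free | reagent = 25 µM ATP with peptide substrate | dosing = one dose of 10 µM per compound | schedule = 60 min reaction, RT | detection = luminescent ADP-Glo measurement of ADP formed | control set = DMSO neutral wells and GW8510 at 20 µM as positive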
Dyrk1A ADPGlo: inhibitors of rat Dyrk1A kinase. actives 0.43% (n = 310,000). ADP-Glo luminescence, NFATc1 peptide. inhibition, % at 12.5 µM. Q63470; in the data active means inhibition above about 50%;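 further: plate controls were vehicle with enzyme for no effect and no enzyme for full effect; many of its hits are not listed in these tables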
HSF-1 act: increases HSF-1 driven luciferase reporter signal. actives 1.7% (n = 300,000). NIH3T3-HGL HSF-1 luciferase reporter, MG132, 8 h; 100% = twice DMSO control signal. activation, % at 9 µM. AID 504408;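 active means mean replicate activation of at least 50% with a set share of replicates each reaching 50%; inconclusive means only one of those two conditions met; inactive means mean below 50% and too few replicates reaching it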;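 further: 0% = median of the neutral control wells and 100% = twice that signal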
KLF5 inh: kruppel-like factor 5 inhibition. DLD-1 KLF5 promoter-luciferase reporter, luminescence. inhibition, % at 5 µM. actives 0.23% (n = 290,000);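 active means inhibition above a per-plate limit of that plate's mean compound inhibition plus 3 SD, cut at about 60% in these data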;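 further: 0% = DMSO wells and 100% = LY294002 at 200 µM; higher means less KLF5 promoter-driven luciferase light; inactives centre near -14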
HSF1 inh: HSF1 inhibition; NIH3T3-HGL HSE-luciferase, MG132-induced, luminescence 8 h; active compounds read low; activity change, negative = inhibition, % at 7.5 µM (by protocol); actives 0.77% (n = 300,000);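 active means more than half of replicate wells show activity change below -50%, luminescence cut by over half; inconclusive means some wells, but at most half, below -50%; inactive means no replicate well below -50%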;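 further: luciferase reports HSF-1 transcriptional activity via heat shock element; 0% = median of DMSO wells and -100% = zero luminescence signal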
aSyn 5UTR inh: MLPCN primary screen, SNCA 5' untranslated region. alpha-synuclein 5'UTR reporter, inhibitor activity. inhibition, % (tested at 7.5 µM). actives 0.82% (n = 300,000); in the data active means inhibition above about 60%; inconclusive means no clear call, values can overlap the other calls;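 further: H4 neuroglioblastoma cells stably carrying SNCA 5'UTR luciferase fusion; 0% = DMSO wells and 100% = positive control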
GSK3 alpha inh: human GSK-3 alpha kinase inhibition | P49840 | ADP-Glo luminescence, 60 min | inhibition, % at 10 µM | actives 0.1% (n = 320,000) | AID 2650;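 in the data active means inhibition above about 50%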;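 further: GST-tagged GSK-3 alpha with peptide substrate and 25 µM ATP; 0% = DMSO neutral wells and 100% = GW8510 positive control wells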
Target sequence (P49840 whole entry, looked up): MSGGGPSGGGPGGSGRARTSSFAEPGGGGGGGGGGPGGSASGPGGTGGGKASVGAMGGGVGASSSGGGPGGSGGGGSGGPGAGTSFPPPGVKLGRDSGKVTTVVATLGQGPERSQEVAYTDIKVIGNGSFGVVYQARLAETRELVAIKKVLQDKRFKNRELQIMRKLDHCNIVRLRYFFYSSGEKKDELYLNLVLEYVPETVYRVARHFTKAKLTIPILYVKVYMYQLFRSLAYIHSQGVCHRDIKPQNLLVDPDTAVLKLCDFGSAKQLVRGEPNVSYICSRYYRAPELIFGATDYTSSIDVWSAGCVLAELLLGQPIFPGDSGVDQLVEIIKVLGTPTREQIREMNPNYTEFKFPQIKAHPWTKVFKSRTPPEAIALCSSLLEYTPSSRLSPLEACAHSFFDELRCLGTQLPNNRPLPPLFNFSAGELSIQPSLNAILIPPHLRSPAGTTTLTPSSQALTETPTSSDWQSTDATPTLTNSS
IEC-6 tox: IEC-6 cytotoxicity, counter-screen for KLF5 inhibitors; inhibition, % at 5 µM; luminescence viability; actives 0.78% (n = 290,000); in the data active means inhibition above about 22%;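 further: 0% = plate median of test compound wells and 100% = cytotoxic reference compound wells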
Platelet DG rel: modulates dense granule release in human platelets; actives 0.22% (n = 300,000); inhibition, %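 (compounds screened at 7.5 µM in platelet-rich plasma)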; human platelet-rich plasma, SFLLRN dense granule ATP release, luminescence;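 active means mean replicate score, as percent of positive control, at or above 50; inconclusive means mean below 50 but at least one replicate at or above 50; inactive means mean and every replicate below 50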
HSP90 refold inh: blocks HSP90-mediated luciferase refolding in reticulocyte lysate; Rabbit reticulocyte lysate, luciferase refolding luminescence, 3 h; inhibition, % at 5.6 µM; actives 0.91% (n = 290,000);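 active means inhibition above the screen-wide mean plus 3 SD, computed separately per campaign, cut at about 16% in these data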;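 further: 0% = DMSO wells and 100% = 60 µM geldanamycin wells; inhibitors lower the luminescence because luciferase stays unfolded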
* marks the source's active call; other numbers are inactive results; u = inconclusive; x = no result given. An excerpt; count on the stated rates, not on these rows.

Structure,GSK3beta inhib,Dyrk1A ADPGlo,HSF-1 act,KLF5 inh,HSF1 inh,aSyn 5UTR inh,GSK3 alpha inh,IEC-6 tox,Platelet DG rel,HSP90 refold inh
CCOC(=O)CSc1nnc(Cc2cc(=O)[nH]c(=O)[nH]2)n1-c1ccc(Cl)cc1,2,0,-37,-20,-24,14,-2,-1,6,-3
COC(=O)c1cc2occc2n1Cc1nc(-c2ccccc2C)oc1C,4,0,2,0,-2,14,2,-3,-3,-1
O=C(CSc1ccc(-c2ccccc2)nn1)N1CCCCC1,-7,x,46,-48,6,-155,14,2,0,-1
Cc1snc(SCc2ccc(Cl)cc2)c1C#N,4,0,27,-37,4,-44,-3,3,-3,-4
CCCCOc1ccc(C(C)NC(=O)CCS(=O)(=O)Cc2ccccc2Cl)cc1 (stereo unspecified),1,-7,16,26,-1,13,0,-2,-9,0
CCOC(=O)N1CCN(C(=O)CSc2nnc(-c3ccc(C)c(C)c3)o2)CC1,0,-9,11,-4,3,-10,-2,0,13,1
COc1ccccc1NC(=O)CN1CCN(CC(=O)Nc2ccc(S(N)(=O)=O)cc2)CC1,-3,1,-5,-24,-9,-18,4,1,2,-2
CCn1cc(CNC(=O)C2CCC(=O)N(CCc3cccc(F)c3)C2)cn1 (stereo unspecified),4,-1,-9,-27,2,-10,x,-5,-2,0
c1cc(-c2noc(CC3CCCCC3)n2)ccn1,x,9,-4,-9,-1,-33,1,-6,-5,-2
Clc1ccc(CN2CCN(c3ncccn3)CC2)cc1,0,x,1,-26,-1,7,-1,-10,3,-1
COc1ccc(N2CCN(C(c3ccco3)c3sc4nc(C)nn4c3O)CC2)cc1 (stereo unspecified),1,-3,20,-3,5,3,-1,12,2,2
Cc1ccc(NC(=S)NC(NC(=O)c2ccco2)C(Cl)(Cl)Cl)cc1 (stereo unspecified),2,0,9,-20,0,-7,3,-1,2,-2
Oc1ccccc1Oc1c(F)c(F)nc(N2CCCC2)c1F,2,6,-4,-19,-5,-7,1,5,0,-3
O=S(=O)(NCc1ccc2c(c1)OCO2)c1cccc(S(=O)(=O)N2CCOCC2)c1,-1,9,-1,17,-3,-1,-2,-2,x,-4
O=C(CCNC(=O)c1ccc(Br)o1)NCc1ccccc1Cl,2,3,23,-18,-2,9,-1,-1,-12,2
Cc1ccc(/C=N/NC(=O)C(C)Oc2cccc3ccccc23)o1 (stereo unspecified),1,3,8,-33,0,1,1,-2,-3,-2
CCC(=O)Nc1cccc(C2=NOC3(C2)C[C@@H](C(N)=O)N(C(=O)c2ccccc2C(=O)c2ccccc2)C3)c1 (stereo partly specified),-1,4,-7,x,0,-2,-1,x,4,x
CCn1cc(C(=O)OCC(=O)N(C)Cc2ccccc2)c(=O)c2ccc(C)nc21,3,-2,-8,21,-2,9,-1,-6,13,-2
Cc1cccc(NC(=O)c2cc(=O)c3ccccc3o2)c1,-2,-4,3,-35,3,-67,0,2,-1,2
CCCn1nc(C(=O)NCCN2CCOCC2)c2ccccc2c1=O,-4,-5,-8,-9,-1,17,-9,-1,-1,0
COC(=O)c1ccc(NC(=O)c2ccccc2SC)cc1,1,-5,15,-65,7,-67,10,-8,1,-2
CCCn1c(SCC(=O)c2c[nH]c3ccccc23)nnc1-c1ccncc1,1,-4,21,0,5,3,-1,2,-7,1
CCN(CC)S(=O)(=O)c1c(OC)cc(C)c(Cl)c1C,0,3,14,-6,6,22,-1,2,-1,-1
COCc1[nH]nc2c1C1(CCC3(CC1)OCCO3)C(C#N)=C(N)O2,-2,10,15,-39,-4,-5,2,2,-1,2
O=C(O)c1ccc(NC(=O)c2cccc(NC(=O)c3cccs3)c2)cc1,0,10,0,-4,-2,19,1,-7,-6,0
COc1cc(/C=N/Nc2ncnc3sc4c(c23)CCC4)ccc1O,1,6,-31,5,-13,-45,x,17,2,-8
CN(Cc1ccccc1)c1ccc(C(CC(N)=O)NC(=O)c2ccc(Br)cc2)cc1[N+](=O)[O-] (stereo unspecified),3,4,16,-25,6,0,5,-3,-10,8
CCN(Cc1ccccc1)C(=O)CSc1nc(C)cc(C)c1C#N,1,-6,6,-5,13,13,-2,5,-1,2
CCN(CC)CCC(c1cc(OC)c(OC)c(OC)c1)c1c(OC)cc(OC)c2c(-c3ccccc3)cc(=O)oc12 (stereo unspecified),-8,7,-16,x,-2,-6,1,x,4,x
O=C(CCNC(=O)c1ccc(Br)cc1)Nc1cccc(S(=O)(=O)N2CCCCC2)c1,-1,x,23,x,17,12,-1,x,4,x
O=C(CNS(=O)(=O)c1cccc2nsnc12)NCc1ccc(Cl)cc1,0,4,-4,-4,-1,-3,-1,4,-2,1
Cc1cc(C(=O)NCc2ccc(S(N)(=O)=O)cc2)c(C)o1,-1,-1,-16,-26,-6,-16,0,-2,-8,-2
Cc1cc(NC(=O)CCC(=O)N(Cc2ccco2)C2(C(=O)NC3CCCCC3)CCCC(C)C2)no1 (stereo unspecified),-1,1,17,-7,4,0,-2,0,7,0
COc1ccc(C2=NOC(C(=O)N3CCN(c4ccccc4OC)CC3)C2)cc1 (stereo unspecified),-1,2,-14,-21,-6,22,-1,2,7,2
O=C(CN1CCN(Cc2ccccc2)CC1)Nc1ccccc1-c1ccccc1,0,2,-5,5,0,1,0,-4,-4,-3
O=C(Nc1ccsc1C(=O)NC1CCCCC1)c1ccccc1,-6,-5,-7,-20,0,9,x,2,-2,-1
Cc1cccc(N2C(=O)C3C4CC(=O)C(c5ccccc54)C3C2=O)c1C (stereo unspecified),-1,-3,4,-33,0,15,-1,2,8,0
CCCn1c(N)c(Sc2ccc(Cl)cc2)c(=O)n(CCC)c1=O,0,-2,27,-15,3,10,-1,0,2,0
CCOC(=O)c1ccc(NC(=O)c2ccc(NS(C)(=O)=O)cc2)cc1,3,-3,8,-34,5,-10,1,-2,8,1
Cc1ccc(C)c(N2CCN(C(=O)CCS(=O)(=O)c3ccc4c(c3)NC(=O)C(C)S4)CC2)c1 (stereo unspecified),-5,-1,24,-13,4,4,2,2,-1,2
CCCc1cc(=O)oc2c(C)c(OCC(=O)NC3CC(C)(C)NC(C)(C)C3)ccc12,-2,2,-2,-29,-4,24,-1,-5,-5,-4
CCn1c(SCc2nc3ccccc3[nH]2)nnc1-c1cccnc1,-2,4,-20,-47,-6,-41,-1,3,-12,2
Cc1cc(OC(=O)c2ccc(Cl)cc2Cl)nc(C)n1,-1,-12,3,-17,4,-10,-2,-4,-2,-1
O=C(Nc1ccccc1N1CCCC1)c1cccc(-c2cc3ccccc3oc2=O)c1,3,1,16,-85,15,-46,0,1,-20,10
CN(c1ccc(OCC(=O)NCCc2ccccc2)cc1)S(=O)(=O)c1ccc(Cl)cc1,0,0,47,x,30,-13,-2,x,18,x
Nc1ccc(-c2nc3ccc(N)cc3o2)cc1,-3,2,-6,-130,-2,-14,-3,6,12,15
CCCCc1nnc(NC(=O)CSc2nc(N)cc(=O)[nH]2)s1,-1,-5,-6,-33,-2,5,-2,7,0,-3
COC(=O)Nc1ccc(S(=O)(=O)N2CCC(C(=O)N3CCC(C)CC3)CC2)cc1,2,8,-5,-21,-3,17,-2,-3,-2,0
CN(Cc1ccccc1)C(=O)c1[nH]cnc1C(=O)N[C@@H](CCCCNC(=O)OC(C)(C)C)C(=O)OC(C)(C)C,0,-4,3,16,-4,-1,-1,6,0,7
O=C(N/N=C/C=C\c1ccccc1[N+](=O)[O-])c1cc(-c2ccc3ccccc3c2)n[nH]1,-3,-2,64*,-45,14,-88,x,-4,6,-2
CC(C)C(=O)NCc1cc(-c2ccc(Cl)cc2)no1,3,-1,-1,-21,-2,-20,3,-2,-2,1
CN1CCn2c1nc(N1CCCCC1)nc2=O,-4,-5,2,-6,8,8,0,0,-5,0
O=C(CCc1ccccc1)Nc1ccc(NC(=O)c2ccco2)cc1,-1,4,1,-7,1,-18,-4,-2,2,-2
COC(=O)n1c(=S)oc2cc(Cl)ccc21,3,x,33,-52,6,24,2,4,-2,-2
CCCCCn1c(=O)[nH]c2cc(C(=O)N3CCN(CC)CC3)ccc2c1=O,-4,1,-3,-24,-12,5,-1,-2,-3,2
Cc1ccc(C)c(NC(=O)COC(=O)c2cccc3c2C(=O)c2ccccc2C3=O)c1,2,1,30,2,4,u,-1,-10,-1,3

Reformatted: results already given.
Second line of a record: GSK3beta inhib	Dyrk1A ADPGlo	HSF-1 act	KLF5 inh	HSF1 inh	aSyn 5UTR inh	GSK3 alpha inh	IEC-6 tox	Platelet DG rel	HSP90 refold inh
> CCOC(=O)CSc1nnc(Cc2cc(=O)[nH]c(=O)[nH]2)n1-c1ccc(Cl)cc1
    2	0	-37	-20	-24	14	-2	-1	6	-3
> COC(=O)c1cc2occc2n1Cc1nc(-c2ccccc2C)oc1C
    4	0	2	0	-2	14	2	-3	-3	-1
> O=C(CSc1ccc(-c2ccccc2)nn1)N1CCCCC1
    -7	x	46	-48	6	-155	14	2	0	-1
> Cc1snc(SCc2ccc(Cl)cc2)c1C#N
    4	0	27	-37	4	-44	-3	3	-3	-4
> CCCCOc1ccc(C(C)NC(=O)CCS(=O)(=O)Cc2ccccc2Cl)cc1 (stereo unspecified)
    1	-7	16	26	-1	13	0	-2	-9	0
> CCOC(=O)N1CCN(C(=O)CSc2nnc(-c3ccc(C)c(C)c3)o2)CC1
    0	-9	11	-4	3	-10	-2	0	13	1
> COc1ccccc1NC(=O)CN1CCN(CC(=O)Nc2ccc(S(N)(=O)=O)cc2)CC1
    -3	1	-5	-24	-9	-18	4	1	2	-2
> CCn1cc(CNC(=O)C2CCC(=O)N(CCc3cccc(F)c3)C2)cn1 (stereo unspecified)
    4	-1	-9	-27	2	-10	x	-5	-2	0
> c1cc(-c2noc(CC3CCCCC3)n2)ccn1
    x	9	-4	-9	-1	-33	1	-6	-5	-2
> Clc1ccc(CN2CCN(c3ncccn3)CC2)cc1
    0	x	1	-26	-1	7	-1	-10	3	-1
> COc1ccc(N2CCN(C(c3ccco3)c3sc4nc(C)nn4c3O)CC2)cc1 (stereo unspecified)
    1	-3	20	-3	5	3	-1	12	2	2
